Screening results as filed in PubChem BioAssay.
Rat MKP-3 inhibitors – MKP-3 phosphatase inhibitors, primary screen, biochemical, rat enzyme, in vitro (AID 425) | recombinant MKP-3 phosphatase activity, fluorescence; higher % means a stronger effect | inhibition, % at 20 µM; hits with a dose series show IC50 in µM | 0.17% of 110,000 active; in the data active means inhibition above about 50%;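 further: plate controls were vehicle for no effect and reference inhibitor for full effect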
Hsp70 inhibitors – Hsp70 inhibitors, probe displacement, primary screen, biochemical, fluorescence polarization (AID 583). Hsp70 fluorescence polarization probe displacement, mP; higher % means a stronger effect. displacement, % at 20 µM, or IC50 in µM where a hit was titrated. 0.06% of 140,000 active; in the data active means displacement above about 50%;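 further: plate controls were vehicle for no effect and reference ligand for full effect; a part of the inactive calls stands beside numbers as strong as those of hits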
Numbers without * were called inactive; / = no result given; & = joins results of further samples.

mol | Hsp70 inhibitors | Rat MKP-3 inhibitors
Clc1ccc(CSc2nnc(-c3cccnc3)o2)cc1 | -3.4% | /
CCCCn1cnc2c1c(=O)[nH]c(=O)n2CCCC | 7.3% | /
c1ccc(-c2n[nH]c(C3COc4ccccc4O3)c2-c2nc3ccccc3[nH]2)cc1 (stereo not drawn) | -2.8% | 2%
CC1(C)CC(NC(=O)c2coc(=O)c(Br)c2)CC(C)(C)N1 | 0.9% | -8%
Cc1ccc(-c2nc3n(n2)Cc2ccccc2-3)cc1 | -3.6% | /
O=C(c1cc2ccccc2oc1=O)N1CCN(CCc2ccccc2)CC1 | 7.0% | 2%
CC(C)(C)NC(=O)CSc1nnc(-c2ccco2)n1Cc1ccco1 | -4.9% | -4%
Cc1ccc(N2NC(=O)/C(=C/c3ccc4c(c3)OCO4)C2=O)cc1Cl | 1.8% | 1%
O=C(NCCc1ccccc1)c1ccc(OCCOc2ccccc2)cc1 | -1.0% | /
COc1cccc(CN2CCN(Cc3ccccc3[N+](=O)[O-])CC2)c1OC | -0.5% | 2%
Cc1occc1-c1nnc(SCC(=O)Nc2ccccc2)n1Cc1ccccc1 | -4.0% | -5%
Cc1ccc2[nH]c(=O)c(C(c3nnnn3C3CCCC3)N(Cc3cccnc3)Cc3ccco3)cc2c1 (stereo not drawn) | 1.6% | -5%
CN(C)CCNc1oc(-c2cccc(Cl)c2)nc1C#N | 8.9% | /
O=C(/C=C/c1ccccc1)NC(=S)Nc1cc(Cl)ccc1Cl | 2.4% | -3%
Cc1nn2c(c1-c1ccc(Cl)cc1)N=C(c1ccco1)CC2c1ccccc1 (stereo not drawn) | -2.7% | /
Cc1ccc(OCC(=O)N/N=C\c2ccc(-c3ccc([N+](=O)[O-])cc3)o2)cc1 | 4.7% | 0%
N#CCCn1cc(/C=N/O)c(-c2ccc(F)cc2)n1 | -0.4% | /
CN1CCN(c2ccc(NC(=O)COc3ccc(Cl)cc3Cl)cc2)CC1 | 1.0% | -11%
Cc1ccc(N(CC(=O)Nc2cccc3cccnc23)S(=O)(=O)c2ccc(C)cc2)cc1 | 0.8% | -1%
Cc1cc(Nc2ccccc2)nc(N)n1 | 0.4% | -3%
COc1ccc(CCN(Cc2cccs2)S(=O)(=O)c2ccc(-n3cnnn3)cc2)cc1OC | 0.7% | -7%
O=c1cc(CN2CCc3ccccc32)nc2sccn12 | 3.7% | -3%
O=C(NCC1CCCO1)c1ccc(Cl)cc1 (stereo not drawn) | -2.8% | 0%
Cn1c(CN2CCN(CC#N)CC2)c(C#N)c2ccccc21 | -1.6% | /
CN(C)C(=O)/C(C#N)=C\c1ccc(-c2ccc(S(N)(=O)=O)cc2)o1 | 0.5% | 2%
O=S(=O)(CCn1cccc1)CCn1cccc1 | -3.1% | 6%
CCN1C(=O)CS/C1=N\c1nccs1 | -25% | 0%
CC(/C=N\NC(=O)c1cc(C(C)(C)C)[nH]n1)=C\c1ccccc1 | 1.1% | 2%
O=C(O)CCS(=O)(=O)c1nc(-c2cccs2)cc(C(F)(F)F)n1 | 1.5% | /
N#CCSc1nnc(CNc2cccc(Cl)c2)o1 | 3.4% | 5%

Ordered by value in Rat MKP-3 inhibitors (ascending): 6 from the list above.
mol | Hsp70 inhibitors | Rat MKP-3 inhibitors
CN1CCN(c2ccc(NC(=O)COc3ccc(Cl)cc3Cl)cc2)CC1 | 1.0% | -11%
CC1(C)CC(NC(=O)c2coc(=O)c(Br)c2)CC(C)(C)N1 | 0.9% | -8%
Cc1cc(Nc2ccccc2)nc(N)n1 | 0.4% | -3%
Cc1ccc(N2NC(=O)/C(=C/c3ccc4c(c3)OCO4)C2=O)cc1Cl | 1.8% | 1%
c1ccc(-c2n[nH]c(C3COc4ccccc4O3)c2-c2nc3ccccc3[nH]2)cc1 (stereo not drawn) | -2.8% | 2%
O=S(=O)(CCn1cccc1)CCn1cccc1 | -3.1% | 6%

Following part:
mol | Hsp70 inhibitors | Rat MKP-3 inhibitors
CCCNS(=O)(=O)c1ccc(CCC(=O)N2CCCCC2)cc1 | -1.0% | -5%
COCCn1c(=O)[nH]c2cc(C(=O)NCCN3CCN(c4ccc(OC)cc4)CC3)ccc2c1=O | 0.0% | 2%
O=C1c2cccc([N+](=O)[O-])c2C(=O)N1c1nc(-c2ccccc2)cs1 | -3.0% | 0%
COc1cc(N/N=C(\C)c2ccc(I)cc2)ncn1 | -5.6% | -1%
CCOC(=O)c1c(NC(=O)c2ccc(OC(C)C)c(OCC)c2)sc2ccccc12 | 0.2% | 4%
O=C(Nc1nc(-c2ccc([N+](=O)[O-])cc2)cs1)C1CC1c1ccccc1 (stereo not drawn) | -0.1% | 6%
CC(=O)c1sc(N2C(=O)c3oc4ccccc4c(=O)c3C2c2ccc(C)o2)nc1C (stereo not drawn) | 3.4% | -4%
Cc1nn(Cc2ccccc2)c(Cl)c1C(=O)OC1CCOC1=O (stereo not drawn) | 2.5% | -6%
N#Cc1nc(N2CCCC2)nc(N2CCCC2)n1 | -4.3% | -3%
COc1cc(C2/C(=C(\O)c3ccccc3)C(=O)C(=O)N2c2cccnc2)ccc1O (stereo not drawn) | 1.7% | 2%
Cc1ccc(C(=O)Nc2sc3c(c2C#N)CCCCCC3)o1 | 4.7% | 1%
Fc1ccc(-c2nnc(-c3ccc(Cl)cc3)o2)cc1 | -0.1%&1.9% | -4%&0%
Cc1cccc(-c2cc(NC(=O)c3ccccc3[N+](=O)[O-])n[nH]2)c1 | 2.6% | -1%
O=C1NC(=O)N(c2ccc(Br)cc2)C(=O)/C1=C/c1cccc(O)c1 | 1.8% | 5%
Cc1cccc(Cc2c(C)nc3c(C(=O)NCc4ccco4)cnn3c2C)c1 | -2.8% | -6%
C=CCSc1nnc(-c2c[nH]c3ccccc23)n1CC | 1.0% | -5%
O=c1c2ccccc2nc2sc3ccccc3n12 | 4.4% | /
COc1ccc(O)c(-c2[nH]ncc2C(=O)c2ccccc2C)c1 | -2.7% | 7%
O=[N+]([O-])c1cc(Cl)ccc1N1CCN(CCO)CC1 | -4.0% | -1%
CN1C(=O)C(=Cc2ccc(N(C)C)c(Br)c2)C(=O)N(C)C1=O | 1.2% | 4%
NCCCSc1nc2c(c(=O)n1Cc1ccccc1)C1(CCCCC1)Cc1ccccc1-2 | -1.2% | 11%
Cc1ccccc1C(=O)/C=C1\NC(=O)CS1 | -2.8% | -3%
CC(CN(C)Cc1ccccc1)OC(=O)c1cccs1 (stereo not drawn) | 4.7% | -9%
CCN(CC)c1ccc(C=Nc2ccc(I)cc2)c(O)c1 | 7.4% | 0%
CCOC(=O)C(C)Oc1ccc2c(=O)c(-c3ccccc3OC)coc2c1 (stereo not drawn) | -2.3% | 3%
COc1ccc(NC(=O)O/N=C\c2ccc(N(C)C)cc2)cc1 | -2.6% | 1%
COC(OC)c1cn(-c2ccccc2)nc1-c1ccccc1 | -4.9% | 3%
CSc1ccccc1NC(=O)CN(C1CCCCC1)S(C)(=O)=O | -7.1% | /
C/C(NCCN1CCOCC1)=C(\C#N)C(N)=O | 1.2% | -8%
O=C1c2cccnc2C(=O)N1Cc1ccccc1 | 0.1% | -9%

Further records follow:
mol | Hsp70 inhibitors | Rat MKP-3 inhibitors
COC(=O)C(O)(CC(=O)Nc1ccc(Cl)cc1Cl)C(F)(F)F (stereo not drawn) | 1.6% | /
CCOC(=O)c1ccc(NC(=O)c2cc(Cl)ccc2Cl)cc1 | 3.1% | -1%
O=c1nc(SCc2ccccc2Cl)sc2ccccc12 | -1.9% | -2%
CCOC(=O)C(=O)/C(C#N)=C/Nc1ccc(F)cc1 | -7.5% | /
O=C(Cn1nnc(-c2ccccc2-n2cnnn2)n1)c1ccccc1 | 7.8% | -16%
COc1ccc(NC(=O)CN(c2ccc(Br)cc2)S(C)(=O)=O)cc1 | 0.2% | 1%
COc1cc(OC)cc(C(=O)N2CCN(c3ncccn3)CC2)c1 | 4.7% | -1%
Cc1ccc(-c2noc(CN(C(=O)CCCN3C(=O)c4ccccc4C3=O)C(C)C)n2)cc1 | 3.6% | /
O=C1N/C(=C\c2ccc(O)cc2)C(O)=C1C=NCc1ccccc1 | 1.7% | 2%
CCc1ccc(CN2CC(C(=O)O)CC2=O)cc1 (stereo not drawn) | 0.4% | /
CC(=O)C1C(c2ccc(OC(F)F)cc2)NC(=O)NC1(O)C(F)(F)F (stereo not drawn) | -0.7% | 2%
CC(C)(C)NC(=O)C(c1ccncc1)N(C(=O)Cn1nnc(-c2cccs2)n1)C1CCCCC1 (stereo not drawn) | -2.7% | /
O=C1C2C3C=CC(CC3)C2C(=O)N1/N=C/c1cccs1 (stereo not drawn) | 0.3% | 4%
Cc1ccc2c(C)nc(Nc3nc(-c4ccccc4)cc(=O)[nH]3)nc2c1 | -4.0% | 1%
Oc1ccc(/C=N/Nc2cc(N3CCCC3)nc(N3CCCC3)n2)cc1O | 0.4% | 30%
CCCCc1n[nH]c2c1/C(=N/O)CC(c1ccccc1)C2 (stereo not drawn) | -0.3% | 8%
COc1nc(NC(C)=O)nc(C)c1Br | 3.9% | -11%
Cc1nn(C)cc1CNC(=O)c1cnn2c(C(F)F)cc(C3CC3)nc12 | -0.6% | -4%
O=C1NCC(c2ccccc2)C1C(=O)N/N=C\c1ccc(-c2ccc(Cl)c(Cl)c2)o1 (stereo not drawn) | -3.2% | /
COc1ccc(NC(=S)NC(NC(=O)c2cccc(C)c2)C(Cl)(Cl)Cl)c([N+](=O)[O-])c1 (stereo not drawn) | 2.7% | /
COc1cccc(-n2nc(-c3ccnn3-c3ccc(F)cc3)c(=O)n(C)c2=O)c1 | 1.3% | /
O=[N+]([O-])c1ccc(Cl)c(/C=N/Nc2nc3ccccc3s2)c1 | -6.2% | 0%
CC(=O)n1cc(C2C(=O)CCCC2=O)c2ccccc21 | -1.1% | -4%
COc1ccc(NC(=O)c2ccccc2NC(=O)NC2CCCCC2)cc1 | -0.8% | /
Cc1ccc(CNC(=O)CN2CCN(Cc3ccc(Cl)cc3)C2=O)cc1 | / | -14%
COc1ccc(NC(=O)c2cccnc2)cc1OC | 2.7% | 0%
Cc1cccc(OC(=O)Nc2ccc(Cl)cc2)c1 | -0.5% | 0%
O=C1CC(c2cccnc2)c2cc3c(cc2N1)OCCO3 (stereo not drawn) | 12% | 3%
COC(=O)c1cccc(C(=O)Nc2cnc3ccccc3c2)n1 | 1.7% | 0%
CCn1c(=O)c(C(=O)Nc2cnccn2)c(O)c2ccccc21 | 0.5% | -2%

(continued)
mol | Hsp70 inhibitors | Rat MKP-3 inhibitors
Cc1ccc2nsnc2c1NC(=O)/C=C/c1cccc([N+](=O)[O-])c1 | -0.4% | -6%
Cc1cccc(C)c1NC(=O)C1CCCNC1 (stereo not drawn) | 1.2%&-2.2% | -4%&3%
CCOC(=O)CCc1c(C)n(CC)c2ncnn2c1=O | / | -9%
C=CCN1C(=O)NC2(O)C(=O)c3ccccc3C12O (stereo not drawn) | -2.0% | /
COc1ccc(S(=O)(=O)N2CCN(Cc3ccc(Cl)cc3)CC2)cc1 | 5.2%&0.7% | -8%&2%
Cc1cccc(N2C(=O)/C(=C/c3ccc(N(C)C)cc3)SC2=S)c1 | -64% | 1%
CC1CCc2sc3c(c2C1)c1ncnn1c(=O)n3CC(=O)c1ccc(Br)cc1 (stereo not drawn) | 1.1% | -21%
CC(NC(=O)NC1CCCCC1)C(c1cccs1)N1CCOCC1 (stereo not drawn) | -2.0% | -10%
Cn1c(=O)c(=O)n(C)c2cc(S(=O)(=O)N3CCCCC3)ccc21 | -4.8% | -1%
C=CCNC(=O)c1ccc(C(C)(C)C)cc1 | -4.5% | 1%
CCC(=O)Nc1cc(NC(=O)CSc2nnc(C(C)C)n2CC)ccc1C | -4.8% | 1%

Rewritten with each value named: entries from further up
Cc1ccc(-c2nc3n(n2)Cc2ccccc2-3)cc1
  Hsp70 inhibitors = -3.6%
  Rat MKP-3 inhibitors = /
O=C(c1cc2ccccc2oc1=O)N1CCN(CCc2ccccc2)CC1
  Hsp70 inhibitors = 7.0%
  Rat MKP-3 inhibitors = 2%
CC(C)(C)NC(=O)CSc1nnc(-c2ccco2)n1Cc1ccco1
  Hsp70 inhibitors = -4.9%
  Rat MKP-3 inhibitors = -4%
Cc1ccc(N2NC(=O)/C(=C/c3ccc4c(c3)OCO4)C2=O)cc1Cl
  Hsp70 inhibitors = 1.8%
  Rat MKP-3 inhibitors = 1%

An excerpt; count on the stated rates, not on these rows.
